Bioassay records deposited in PubChem by National Center for Advancing Translational Sciences (NCATS).
Rab9 promoter act = qHTS Assay for Rab9 Promoter Activators; Huh7 Rab9 promoter-luciferase reporter, luminescence, 24 h; Potency, µM (series often up to 9.22 µM), for inactives: at the top dose activation, negative = inhibition, usual class: activators; 320,000 tested, 2.8% active; note: % of control where 0% means no effect; nearly all actives have a fitted effect of over 60% in size
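Using Huh7 cells stably transfected with Rab9 promoter–luciferase, compounds were incubated 24 h at 37 °C, 5% CO2; luciferase luminescence was read 10 min after reagent addition.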
RORgamma inh = qHTS for inhibitors of ROR gamma transcriptional activity | 310,000 tested, 5.4% active | Potency, µM (titrated, usually from 53.6 µM), for inactives: top-dose activity change, negative = inhibition, hits mostly inhibitors | Nuclear receptor ROR-gamma (Mus musculus), P51450 | Drosophila S2 Gal4-RORgamma UAS-luciferase reporter, 20 h | AID 2551, 2010; note: % is set by controls: 0 for no effect and ±100 for the full control effect; nearly all actives have a fitted effect of over 60% in size
Target sequence (P51450 whole entry, looked up, the tested form may be a part): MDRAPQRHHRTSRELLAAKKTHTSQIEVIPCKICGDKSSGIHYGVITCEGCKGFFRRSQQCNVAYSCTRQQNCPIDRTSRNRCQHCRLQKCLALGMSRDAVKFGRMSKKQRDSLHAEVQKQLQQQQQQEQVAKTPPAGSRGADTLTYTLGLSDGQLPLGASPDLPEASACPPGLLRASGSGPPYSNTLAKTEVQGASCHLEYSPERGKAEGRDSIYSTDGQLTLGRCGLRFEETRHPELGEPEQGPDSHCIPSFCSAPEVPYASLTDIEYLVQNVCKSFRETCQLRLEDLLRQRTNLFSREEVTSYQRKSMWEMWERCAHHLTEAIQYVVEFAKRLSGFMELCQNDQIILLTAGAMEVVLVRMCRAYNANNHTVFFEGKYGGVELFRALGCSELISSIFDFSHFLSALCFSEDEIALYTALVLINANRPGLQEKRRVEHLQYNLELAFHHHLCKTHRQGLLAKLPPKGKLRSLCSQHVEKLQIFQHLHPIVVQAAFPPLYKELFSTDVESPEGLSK
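A Gal4/UAS one-hybrid system in insect cells: metallothionein-promoter Gal4–ROR gamma fusion plus Photinus luciferase reporter. Copper sulfate 700 uM final, 20 hr ambient incubation, luminescent detection after 10 min with reagent.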
BRCA1 expr up = qHTS Assay to Identify Small Molecule Activators of BRCA1 Expression; MCF7-BRCA1-FFLuc reporter, luminescence, 48 h; response scale: scaled: vehicle 0%, 10 µM genistein 100%; Potency, µM (top dose mostly 46.1 µM), inactives show at the top dose activation, usual class: activators; 380,000 tested, 1.1% active; AID 624202, 2012; note: nearly all actives have a fitted effect of over 80% in size; some results filed as inactive show a strong effect at the top dose
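Compounds are tested at multiple concentrations on MCF7 BRCA1-luciferase reporter cells seeded at 2000 per well; after 48 h, a single luminescence end-point is taken and curves fitted to the normalized data.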
MLL CXXC-DNA inh = qHTS Fluorescence Polarization Assay for Inhibitors of MLL CXXC domain - DNA interaction. Histone-lysine N-methyltransferase 2A (Homo sapiens), Q03164. MLL-CXXC / FITC-HOXA9 DNA fluorescence polarization. Potency, µM (highest dose often 115 µM), for inactives: at the highest dose activity change, negative = inhibition, hits mostly inhibitors. 290,000 tested, 0.037% active. AID 2662, 2010; active = well fitted inhibition curve with a large enough effect in the polarisation, with a control signal flat, not every such curve was filed as active; inconclusive = small, poorly fitted or top-dose-only effect, or effect the other way, or a change in a side signal; inactive = no such curve, though single readings can be large or run the other way; the % refers to the polarisation
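Steps: dispense CXXC domain solution (7 uM) → pin compounds or unlabeled HOX-A9 DNA control → 5 min ambient → add FLSN-HOX-A9 solution (50 nM) → spin → 30 min ambient → fluorescence polarization. Tris pH 7.5/NaCl/DTT/BSA buffer.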
VP16 counter = VP16 counterscreen qHTS for inhibitors of ROR gamma transcriptional activity; 310,000 tested, 3.5% active; Potency, µM (highest dose often 53.6 µM), without a hit: at the top dose activity, negative = inhibition, hits mostly inhibitors; AID 2546, 2010; Drosophila S2 Gal4-VP16 UAS-luciferase, luminescence, 20 h;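 note: Gal4-VP16 expression switched on by copper sulfate through the metallothionein promoter; % is set by controls: 0 for no effect and ±100 for the full control effect; nearly all actives have a fitted effect of over 50% in size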
p53 reactivator = qHTS assay for re-activators of p53 using a Luc reporter | H1299 p53-A138V BP100-luciferase reporter, luminescence, 24 h | Potency, µM (highest dose often 92.2 µM), for the others: at the top dose activity change, positive = activation, most hits filed as activators | 320,000 tested, 0.063% active; note: % of control where 0% means no effect; nearly all actives have a fitted effect of over 45% in size
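H1299 (p53-null), stable ts p53-A138V + BP100-Luc; 1000 cells/well, Opti-MEM/10% FBS; cpd 4 pt, 1:5; 24 h, 37 deg C, 5% CO2; detection reagent 10 min RT; luminescence.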
uPA surface inh = qHTS for Inhibitors of Cell Surface uPA Generation | Potency, µM (titrated, usually from 38.3 µM), for the others: top-dose activity change, negative = inhibition, most hits filed as inhibitors | cell surface uPA generation assay, qHTS | AID 540303, 2011 | 330,000 tested, 0.31% active; active = well fitted inhibition curve with a large enough effect; inconclusive = small, poorly fitted or top-dose-only effect; inactive = no such curve, though single readings can be large or run the other way; tested in mouse RAW 264.7 cells; note: % is set by controls: 0 for no effect and ±100 for the full control effect; nearly all actives have a fitted effect of over 55% in size
FLuc counter = qHTS profiling assay for firefly luciferase inhibitor/activator using purifed enzyme and Km concentrations of substrates (counterscreen for miR-21 project); Potency, µM (doses to about 57.5 µM), without a hit: top-dose activity change, negative = inhibition, usual class: inhibitors; 360,000 tested, 6.9% active; purified FLuc, Km substrates, luminescence inhibition; AID 588342, 2011;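 note: plate controls were vehicle for no effect and reference inhibitor for full effect; nearly all actives have a fitted effect of over 55% in size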
Target sequence (P08659 whole entry, looked up): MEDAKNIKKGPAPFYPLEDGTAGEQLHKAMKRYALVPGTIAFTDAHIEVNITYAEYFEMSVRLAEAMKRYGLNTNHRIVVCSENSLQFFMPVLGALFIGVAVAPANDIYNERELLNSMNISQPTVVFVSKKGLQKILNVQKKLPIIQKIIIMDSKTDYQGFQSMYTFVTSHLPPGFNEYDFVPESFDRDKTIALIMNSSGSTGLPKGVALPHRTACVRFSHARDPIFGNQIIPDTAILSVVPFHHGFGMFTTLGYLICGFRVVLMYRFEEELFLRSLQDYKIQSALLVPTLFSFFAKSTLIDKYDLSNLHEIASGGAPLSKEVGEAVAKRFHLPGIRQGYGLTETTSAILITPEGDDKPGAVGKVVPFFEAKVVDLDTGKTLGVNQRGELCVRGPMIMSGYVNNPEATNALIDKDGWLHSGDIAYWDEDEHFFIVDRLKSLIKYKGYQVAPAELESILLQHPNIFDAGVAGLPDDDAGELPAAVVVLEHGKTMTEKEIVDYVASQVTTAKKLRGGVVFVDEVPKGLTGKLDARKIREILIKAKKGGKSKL
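Purified P. pyralis luciferase (10nM final) with 10uM D-luciferin and 10uM ATP (Km levels) in 50mM Tris acetate pH 7.5, 10mM Mg acetate, 0.01% Tween-20, 0.05% BSA; qHTS 6-point titration, ~60 µM downward; luminescence read.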
ELG1 genotox = qHTS screen for small molecules that induce genotoxicity in human embryonic kidney (HEK293T) cells expressing luciferase-tagged ELG1. HEK293T ELG1-luciferase reporter, luminescence, 16 h. Potency, µM (doses to about 46 µM), without a hit: top-dose activity change, positive = activation, hits mostly activators. 330,000 tested, 1.3% active; note: % of control where 0% means no effect; nearly all actives have a fitted effect of over 60% in size
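Cells (2,000/well) expressing the ELG1-luciferase fusion are dosed by pin tool and kept 16 hr at 37 °C, 5% CO2. Signal comes from ONE-Glo luciferase reagent after 30 min at room temperature.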
MBNL1 CUG block = qHTS Assay for Inhibitors of MBNL1-poly(CUG) RNA binding; 280,000 tested, 0.036% active; TR-FRET MBNL1-His/biotin-(CUG)12 binding, 665/545 ratio; Muscleblind-like protein 1 (Homo sapiens), Q9NR56; AID 2675, 2010; Potency, µM (top dose mostly 57.5 µM), for the others: at the top dose activity change, negative = inhibition, most hits filed as inhibitors; active = well fitted inhibition curve with a large enough effect in the signal ratio, with a control signal flat, not every such curve was filed as active; inconclusive = small, poorly fitted or top-dose-only effect, or effect the other way, or a change in a side signal; inactive = no such curve, though single readings can be large or run the other way; the % refers to the signal ratio; note: % is set by controls: 0 for no effect and ±100 for the full control effect
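TR-FRET readout: Ex 340 nm, 665/545 nm emission ratio, normalized to buffer-only (basal) and MBNL1-(CUG)12 controls. Complex of MBNL1-His with Biotin-(CUG)12, compounds 92 nM–58 uM, incubated 60 min at room temperature.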
NPC1 prom act = qHTS Assay for NPC1 Promoter Activators; AID 485313, 2010; Huh7 NPC1 promoter luciferase reporter, 24 h; Potency, µM (top dose mostly 9.22 µM), for the others: top-dose activation, most hits filed as activators; 320,000 tested, 2.4% active;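 note: % of control where 0% means no effect; nearly all actives have a fitted effect of over 60% in size; reporter is driven by a mutant NPC1 promoter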
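Huh7 reporter cells (NPC1 promoter driving luciferase) are dosed with compound for 24 h at 37 °C, 5% CO2; luciferase detection reagent is then added and luminescence measured after 10 min at ambient temperature.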
* marks the source's active call; other numbers are inactive results; ? = inconclusive; / = not tested or not shown; & = joins results of further samples; [ ] = another dose, or the depositor's remark. Unless noted, calls come from the whole dose curve; as a rule, active = well fitted curve in the direction sought with a large enough effect; inconclusive = small, poorly fitted or top-dose-only effect, or another doubt; inactive = no such curve, though single readings can be large; an effect the other way counts as inactive or inconclusive. Potency is the fitted concentration of half-maximal effect. The list is partial, so the mix of outcomes need not match the whole.

compound,Rab9 promoter act,RORgamma inh,BRCA1 expr up,MLL CXXC-DNA inh,VP16 counter,p53 reactivator,uPA surface inh,FLuc counter,ELG1 genotox,MBNL1 CUG block,NPC1 prom act
Cc1cccc(-n2c(C)c(-c3ccccc3)[nH]c2=S)c1,-3%,1.1µM*,-12%,-10%,7.9µM*,12%,-4%,-15%,-1%,9%,-1%
CCC1(CC)C(=O)NC(=O)NC1=NCCc1c[nH]c2ccccc12,2%,3%,2%,2%,2%,2%,/,0%,-2%,5%,-5%
C=C1CCN([C@H](C(=O)NCc2cc(OC)c(OC)c(OC)c2)C(C)C)S(=O)(=O)c2ccccc21,3%,-15%,0%,0%,2%,-2%,-19%,0%,-1%,4%,-1%
Cc1cccc(N(C)S(=O)(=O)c2c[nH]c3ccc([N+](=O)[O-])cc23)c1,1%,23%,11%,10%,-5%,-5%,-3%,-4%,-9%,13%,-6%
C/C(=C\c1ccccc1)C(=O)N1CCN(Cc2ccc3c(c2)OCO3)CC1,6%,24%,-17%,-6%,-14%,-41%[inhibitor],13%,-1%,-7%,-2%,-1%
C/C=C/c1cc(CN2CCN(c3ccccc3)CC2)c(O)c(OC)c1,10%,7%,-5%,5%,-1%,-1%,-4%,6%,-1%,-4%,0%
CC(C)CCNC(=O)NC(=O)COC(=O)/C=C/c1cccc([N+](=O)[O-])c1,1%,-3%,-5%,8%,9%,24%,0%,-3%,-4%,?,3%
CS(=O)(=O)N(CCc1ccccc1)CC(=O)NCc1ccco1,-4%,12%,5%,1%,2%,-20%,-3%,1%,0%,-1%,2%
Clc1ccc(OCc2nnnn2-c2ccccc2)cc1,2%,-6%[10 µM],-10%,-9%,8%,-9%,15%,-1%,3%,/,-1%
CCCCCCCCS(=O)C1CCS(=O)(=O)C1 (stereo not drawn),3%,0%,-17%,1%,1%,-10%,2%,-2%,3%,-7%,-2%
CC(=O)Nc1cc2nn(-c3ccccc3)nc2cc1Cl,0.5µM*,?,19%,24%,-1%,?,-7%,1.5µM*,1.3µM*,5%,0.56µM*
COc1ccc(N2CCN(C(=O)c3cn(C)c4ccc(S(=O)(=O)N5CCOCC5)cc4c3=O)CC2)cc1,-4%,-4%,-5%,-3%,1%,5%,-9%,2%&-1%,-1%,-1%,-4%
CCc1cc(=O)oc2c3c(cc(OCC(=O)NC4CC4)c12)OC(C)(C)CC3,-1%,-16%,-7%,6%,-7%,/,-9%,-19%,7%,9%,-2%
COc1cc(OC)cc(C(=O)NCCN2C(=O)S/C(=C\c3cccs3)C2=O)c1,1%,?,-3%,12%,-11%,12%,-20%,-12%,-14%,/,-7%
CCCS(=O)(=O)N1CCN(C(=O)c2ccccc2F)CC1,9%,-6%,2%,2%,-6%,8%,4%,0%,2%,2%,0%
Cc1ccc(C)c(CSC2=NCCN2C(=O)Cc2ccc([N+](=O)[O-])cc2)c1,-1%,?,-29%,14%,-4%,4%,-7%,3%,-7%,?,-1%
Cc1noc(C)c1CSc1nc2sc(C)c(C)c2c(=O)n1C1CCCC1,-2%,2%,2%[1.84 µM],-2%,6%,0%,1%,10%,3%,4%,-1%
O=C(NCCC1=CCCCC1)C1CCN(C(=O)Nc2ccccc2)CC1,-6%,-16%,11%,6%,-2%,6%,/,-2%,-2%,-4%,-3%
COCCN(C(=O)c1csnn1)C(C(=O)NC1CCCCC1)c1ccccc1 (stereo not drawn),3%,-3%,-11%,-8%,-6%,0%,-4%,1%,1%,-2%,1%
COC(=O)c1ccc(C(=O)OC)c(NC(=O)COC(=O)c2ccccc2OC)c1,-3%,-5%,-13%,7%,-6%,5%,2%,-2%,4%,-8%,4%
Cc1ccc(S(=O)(=O)N2CCOC2CNC(=O)C(=O)NCCc2c[nH]c3ccccc23)cc1 (stereo not drawn),-7%,40%,-53%,?,-7%,-4%,-2%,0%,-14%,0%,-8%
COc1ccc(NC(=O)CN2CCN(CC(=O)Nc3ccccc3F)CC2)c(OC)c1,-14%,?,-21%,-8%,?,5%,-2%,2%&6%,8%,9%,-4%
CCOC(=O)C(C)Sc1cc(CS(=O)(=O)c2ccccc2)nc(-c2ccccc2)n1 (stereo not drawn),1%,17%,2%,-4%,0%,-2%,/,3%,-7%,-1%,-1%
COc1ccc(N2C(=S)NC3CS(=O)(=O)CC32)cc1 (stereo not drawn),1%,20%,-18%,-5%,-1%,-2%,1%,1%,-1%,/,7%
COC(=O)c1ccc(OC(=O)CCS(=O)(=O)c2ccc(C)cc2)cc1,-6%,/,-20%,/,/,1%,-6%,-1%,-1%,/,-4%
COc1cccc(CNC(=O)COc2cc(O)c3c(c2)OC(C)(C)CC3=O)c1,1%,4%,0%,4%,4%,1%,4%,-10%,-1%,0%,3%
Cn1c(CC(=O)NCCO)c(Sc2ccccc2)c2ccccc21,1%,-9%,-34%,11%,-12%,-1%,-7%,3%,0%,/,-6%
COC(=O)c1ccc([C@@H](O)[C@H](C)C(=O)CC(=O)OC(C)(C)C)cc1,-1%,29%&22%,-4%,0%,-6%&-18%,10%,16%,0%,2%,3%,-7%
CCn1cnc2cc(NS(=O)(=O)c3ccc(OC)c(OC)c3)ccc21,-2%,4%,1%,14%,-1%,1%,4%,-1%,0%,-9%,0%
CSc1ccc(C(=S)N2CCN(CCO)CC2)cc1,-4%,5%,-2%,6%,-1%[0.365 µM],-8%,2%,5%,-3%,-6%,1%
O=C(O)CCCCCNC(=O)/C=C/c1ccco1,-1%,-2%,-3%,3%,5%,0%,7%,1%,-4%,-4%,-3%
CCOc1cc(C(=O)NCc2ccncc2)cc(OCC)c1OCC,-3%,15%,-36%,-8%,8%,-9%,5%,-1%,-6%,-8%,4%
O=C(c1ccc(S(=O)(=O)Nc2ccccc2)cc1)N1CCOCC1,-6%,31%,-7%,-3%,6%,-4%,8%,1%,-3%,-7%,0%
COc1ccc2c(c1)c(C(C)=O)c(C)n2-c1ccccc1,1%,-13%,-3%,10%,7%,-6%,2%,4%,-15%,4%,-1%
COc1ccc(N2C(=O)CC(N3CCC(O)(c4cccc(C(F)(F)F)c4)CC3)C2=O)cc1 (stereo not drawn),3%,2.5µM*,-6%,5%,?,2%,1%,0%,-9%,3%,1%
COc1ccc(Nc2nc3ccccc3nc2NS(=O)(=O)c2ccc(NC(C)=O)cc2)cc1,-3%,20%,-1%,1%,3%,-1%,0%,15µM*,10%,13%,3%

At a glance, 4 of the compounds above:
compound,Rab9 promoter act,RORgamma inh,BRCA1 expr up,MLL CXXC-DNA inh,VP16 counter,p53 reactivator,uPA surface inh,FLuc counter,ELG1 genotox,MBNL1 CUG block,NPC1 prom act
O=C(c1ccc(S(=O)(=O)Nc2ccccc2)cc1)N1CCOCC1,-6%,31%,-7%,-3%,6%,-4%,8%,1%,-3%,-7%,0%
COc1ccc2c(c1)c(C(C)=O)c(C)n2-c1ccccc1,1%,-13%,-3%,10%,7%,-6%,2%,4%,-15%,4%,-1%
COc1ccc(N2C(=O)CC(N3CCC(O)(c4cccc(C(F)(F)F)c4)CC3)C2=O)cc1 (stereo not drawn),3%,2.5µM*,-6%,5%,?,2%,1%,0%,-9%,3%,1%
COc1ccc(Nc2nc3ccccc3nc2NS(=O)(=O)c2ccc(NC(C)=O)cc2)cc1,-3%,20%,-1%,1%,3%,-1%,0%,15µM*,10%,13%,3%
